ABHD5 PLIN5 PPI = ABHD5-PLIN5 protein interaction inhibition | Q00G26+Q8WTS1 | AID 602281 | Split G. princeps luciferase complementation, luminescence, 4 h | hit rate 0.78% among 360,000 | inhibition, % at 4 µM;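 active = inhibition above the mean inhibition across every tested compound plus 3 SD, cut at about 22% in these data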;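 also: 0% = DMSO only wells and the 100% control is not disclosed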
ABCB6 inh 2 = human ABCB6 transporter inhibition | Q9NP58 | fluorescence ratio to DMSO, % at 10 µM | hit rate 0.19% among 360,000 | K562-ABCB6 porphyrin accumulation, flow cytometry, 1 h; active compounds read low;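 active = fluorescence ratio to DMSO below 75%, the collection mean minus 3 SD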;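 also: signal is porphyrin accumulated inside mitochondria; 100% equals median channel fluorescence of DMSO control wells; lower ratio means ABCB6 inhibition with less porphyrin fluorescence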
MC4R ag barr = activates human MC4R beta-arrestin recruitment; AID 540308; activation, % at 8.9 µM; hit rate 0.98% among 360,000; U2OS MC4R beta-arrestin complementation, luminescence; percent of melanotan II response, DMSO zero;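 active = activation above a per-plate cutoff, the mean activation of sample wells on that plate plus 3 SD, cut at about 8% in these data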
Target sequence (P32245 whole entry, looked up): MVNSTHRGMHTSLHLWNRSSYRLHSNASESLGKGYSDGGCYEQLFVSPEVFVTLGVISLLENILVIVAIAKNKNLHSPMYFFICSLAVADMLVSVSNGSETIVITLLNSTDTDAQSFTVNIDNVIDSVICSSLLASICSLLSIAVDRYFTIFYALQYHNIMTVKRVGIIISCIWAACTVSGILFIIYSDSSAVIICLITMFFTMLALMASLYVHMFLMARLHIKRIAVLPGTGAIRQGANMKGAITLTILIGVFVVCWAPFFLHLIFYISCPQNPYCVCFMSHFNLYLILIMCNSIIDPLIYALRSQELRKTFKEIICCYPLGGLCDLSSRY
N-glyco inh = blocks N-linked glycosylation in D54 reporter cells. D54 ERlucT glycosylation luciferase reporter, 24 h; percent of 100 nM tunicamycin response. reporter increase, % at 12.5 µM. hit rate 0.23% among 360,000. AID 588692;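 active = mean luciferase reporter signal, scaled so untreated is 0 and the glycosylation-blocking control 100, at or above a set limit in every replicate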;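 also: luciferase carries N-glycosylation sites so blocking glycosylation raises the light; 0% = median of neutral control wells and 100% = median of 100 nM tunicamycin wells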
PDI turbidity = inhibitors of human protein disulfide isomerase; inhibition, % at 10 µM; AID 588391; P07237; PDI insulin aggregation turbidity, A650, 90 min; hit rate 0.052% among 350,000;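 active = mean inhibition across replicates of 30% or more, whatever share of single replicates reach that level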;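 also: absorbance from insulin aggregation driven by PDI reduction with DTT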
CaV13 ICDI inh = Primary screen for inhibitors of IQ motif and Ca2+-dependent inactivation inhibitor domain binding in CACNA1D, Förster resonance energy transfer in living cells, …. HEK cells, CFP/YFP FRET ICDI-IQ, plate reader, 10 min; percent FRET-ratio fall versus neutral wells. inhibition, % at 12.3 µM. hit rate 0.098% among 340,000;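 active = mean replicate inhibition of at least 30% and at least 1% of replicates passing that level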;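 also: 0% = median of the neutral control wells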
H9c2 protect = protects H9c2 cardiomyocytes from peroxide injury | H2O2 injury protection, ATPLite, 2 h | protection from H2O2 cell death, % at 20 µM | hit rate 0.63% among 360,000 | AID 588492;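 active = compounds giving at least 50% protection of heart cells from peroxide-induced death in the single-dose screen, raw or plate-pattern-corrected value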;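 also: 0% = DMSO wells with peroxide and 100% = DMSO wells without peroxide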
m5-HT2A agonist = activates the mouse 5-HT2A serotonin receptor; CHO-K1 mHTR2A beta-arrestin complementation, luminescence; percent of 30 µM serotonin response; activation, % at 7.6 µM; hit rate 0.66% among 360,000;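 active = activation above a run cutoff, the mean activation of all tested compounds plus 3 SD, cut at about 14% in these data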;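 also: 0% = plate median of compound wells and 100% = 30 µM serotonin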
Target sequence (P35363 whole entry, looked up): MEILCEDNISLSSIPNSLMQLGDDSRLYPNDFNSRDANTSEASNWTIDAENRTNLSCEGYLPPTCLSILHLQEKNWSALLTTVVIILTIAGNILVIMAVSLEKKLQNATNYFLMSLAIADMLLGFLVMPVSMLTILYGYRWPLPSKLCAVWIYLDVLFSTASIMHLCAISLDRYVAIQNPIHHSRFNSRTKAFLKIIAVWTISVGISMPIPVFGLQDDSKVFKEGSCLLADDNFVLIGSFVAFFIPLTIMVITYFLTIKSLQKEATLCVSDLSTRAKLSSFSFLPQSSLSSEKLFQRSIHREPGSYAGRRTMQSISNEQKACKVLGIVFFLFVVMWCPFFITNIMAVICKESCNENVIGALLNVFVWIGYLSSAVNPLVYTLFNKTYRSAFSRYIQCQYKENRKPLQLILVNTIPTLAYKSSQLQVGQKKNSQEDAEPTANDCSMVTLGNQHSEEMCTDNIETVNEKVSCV
Exocytosis inh = lytic granule exocytosis inhibition; TALL-104 LAMP-1 surface exposure, flow cytometry; cells stimulated with thapsigargin and PMA; AID 651702; hit rate 0.66% among 360,000; inhibition, % at 10 µM;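 active = inhibition above about 55%, limit read from the data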
MC4R antag cAMP = human MC4R antagonism in cAMP assay; P32245; MC4R-expressing cells, MTII-stimulated cAMP, LANCE TR-FRET; inhibition, % at 6.5 µM; hit rate 0.48% among 360,000; AID 540295;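 active = inhibition above its plate's cutoff, the mean of tested wells on that plate plus 3 SD, cut at about 29% in these data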;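 also: 0% = Melanotan II alone and 100% = Melanotan II plus saturating MCL0020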
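Assay system: human MC4R-expressing U2OS cells; reagent: Melanotan II stimulation of cells; dosing: 6.5 µM single dose; timing: compound 30 min, challenge 1 h, detection 1 h; signal: TR-FRET cAMP assay; replicates: one well per compound, no replicates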
Active calls of the source: *; / = not tested or not shown.

SMILES	ABHD5 PLIN5 PPI	ABCB6 inh 2	MC4R ag barr	N-glyco inh	PDI turbidity	CaV13 ICDI inh	H9c2 protect	m5-HT2A agonist	Exocytosis inh	MC4R antag cAMP
COc1ccc(-c2cc(=O)oc3c(C)c(OC(C)C(=O)NCc4ccccn4)ccc23)cc1 (centres undefined)	-2	100	1.3	-4	/	/	9	-5	3	8
Cc1cc(Br)ccc1S(=O)(=O)NCc1ccccc1	-5	107	7.1	-1	1	0	-8	-5	-2	23
Cc1ccc(NC2=C(Cl)C(=O)OC2NC(=O)c2ccccc2)cc1 (centres undefined)	-6	92	-1.9	1	5	-4	-2	-3	5	-2
CS(=O)(=O)c1ccc(NC(=O)c2cc3c(cc2Cl)N2CCCCCC2=NS3(=O)=O)cc1	-1	97	-0.7	-2	-6	-6	-2	0	8	1
COc1c(C)cc(C(=O)C2CCCN(C(=O)c3cccc(F)c3)C2)cc1C (centres undefined)	5	96	-2.2	3	-6	-6	-15	-2	1	22
COc1ccc(CN2CCN(C(=O)Cn3nc(C(=O)O)c4ccccc4c3=O)CC2)cc1F	11	100	-1.8	2	5	-4	24	-7	-11	1
Cc1cccc(OCC(=O)OCC(=O)c2c(N)n(C)c(=O)n(C)c2=O)c1C	0	87	-1.8	1	5	-3	7	3	4	2
O=c1c2[nH]c3ccccc3c2ncn1CCN1CCNCC1	2	93	0.5	-2	6	-5	0	7	0	3
COc1ccc(NS(=O)(=O)c2cc(NC(=O)c3nc4nc(C)cc(C)n4n3)ccc2C)cc1	1	96	-2.0	0	-7	-4	11	3	-1	-1
CC(C)CC(=O)Nc1sc2c(c1C(=O)O)CCCCC2	0	100	-1.7	-1	-8	-4	12	1	4	5
COc1cccc(N2C(=NC(=O)C3CCCO3)SC3CS(=O)(=O)CC32)c1 (centres undefined)	-2	98	-1.4	1	7	-2	3	-7	-3	10
COc1ccc(C2C(C(=O)N3CCOCC3)c3ccccc3C(=O)N2c2ccc(OC)cc2)cc1 (centres undefined)	-2	91	-1.1	0	3	-4	5	0	-2	0
COc1ccc(-c2nnn(CC(=O)N(CCO)C(C(=O)NC3CCCC3)c3ccncc3)n2)cc1 (centres undefined)	-6	86	-0.6	1	13	6	5	2	-2	5
Cc1ccc(NC(=O)c2ncn(CCCNCC3CCCO3)n2)cc1C (centres undefined)	7	97	-0.7	0	-5	-4	17	7	-5	-2
Cc1oc2c(c1C(=O)O)C(=O)c1ccccc1C2=O	-9	99	-0.3	-3	5	-7	-27	3	-2	3
COc1ccc(C(C)(C)C)cc1NC(=O)COC(=O)C1=NNC(=O)CC1	0	96	-1.3	2	-4	-5	-4	3	-3	-3
COc1cc2c(c(OC)c1OC)-c1c(cc3c(c1OC)OCO3)C1OC2[C@@H](C)[C@H]1C (some centres undefined)	4	98	0.3	1	-6	-6	14	2	4	12
CCCC(=O)Nc1nnc(SCC(=O)Nc2nc(C)cs2)s1	2	100	-2.4	/	-5	-5	-3	1	-2	3
Cc1ccc(NC(=O)COC(=O)/C=C/c2cccs2)c(C)c1	7	102	5.3	2	-2	-5	4	-3	2	2
COc1ccccc1CNc1nc(SC)ncc1CO	-9	102	2.5	2	-2	-5	4	-1	0	-1
O=C(NNC(=S)NC(=O)c1ccco1)c1ccc(NC(=O)c2ccccc2)cc1	-8	103	-0.6	-2	9	-5	8	2	-3	16
CCOC(=O)C1=C(C)C(c2ccc(OC)cc2OC)NC(=O)N1 (centres undefined)	1	97	-1.2	1	-8	-4	2	-1	0	3
O=c1c2ccccc2nc(-c2ccc(Br)cc2)n1Cc1ccccc1	-7	96	-1.4	-5	5	-9	7	-1	4	9
Cc1ccc(S(=O)(=O)N(C)C)cc1-n1c(SCC(=O)Nc2ccc(F)c(F)c2F)nc2ccccc2c1=O	5	93	-1.5	-4	-3	-4	-7	-6	2	17
CCCn1c(SCC(=O)NC(C)C)nc2sc3c(c2c1=O)CCC3	-4	104	-1.8	2	-2	-2	3	3	23	14
Cc1ccc(-c2nn(-c3ccccc3)cc2/C=N/n2c(-c3cccs3)n[nH]c2=S)cc1	0	101	-0.3	3	-2	-2	-7	1	0	21
CCOc1ccccc1CNC(=O)c1ccc(NC(=O)C2=CSCCO2)cc1	8	93	-3.1	-3	-1	-2	-2	2	16	2
O=C(O)C(O)Cc1c[nH]c2ccccc12 (centres undefined)	6	105	-1.1	1	/	/	-1	2	-3	11
CC(NC(=O)c1ccc(-c2cc(C(F)(F)F)ccc2Cl)o1)c1ccccc1 (centres undefined)	2	93	6.8	-4	5	-5	-1	7	20	-5
CC(C)CCNC(=O)c1ccccc1NC(=O)C1=CSCCO1	-3	89	-0.9	0	1	-3	3	2	3	7
O=C(O)CSc1nc(-c2ccccc2)nc2c1oc1ccccc12	1	99	-1.5	0	-14	-4	-1	1	-3	4
O=S(=O)(NCc1csc(-c2cccnc2)n1)c1ccc(F)cc1	0	97	2.7	-2	-6	-4	-5	0	-5	11
O=C(COC(=O)c1cnccn1)c1ccc2c(c1)CCCC2	-5	99	0.6	-1	0	-6	2	-6	-1	9
Cn1c(N)c(C(=O)CSc2nnnn2-c2ccccc2)c(=O)n(C)c1=O	-2	97	1.1	0	3	-12	1	5	-1	11
O=C(CSc1ccc(-c2cccs2)nn1)N1CCCCC1	-1	100	-2.2	-1	4	-9	-1	-1	-3	0
Cc1cccc(NC(=O)NC2CCCCCCC2)c1C	-3	98	-1.8	-1	-2	-9	4	6	1	-6
CCOc1nc(SCCOc2ccc(Cl)cc2Cl)nc(N(C)C)n1	0	97	3.3	-3	25	-6	-8	-1	0	13
CC(=O)NCCCc1nc2ccccc2n1Cc1ccc(C)cc1	0	87	-0.1	2	0	/	-3	-2	3	16
Cn1c(C(=O)NCc2cccs2)cc2oc3ccccc3c21	6	103	3.0	-9	-4	/	-36	5	0	6
CCN(C(=O)CSc1nc2ccccc2n1CCc1ccccc1)C1CCS(=O)(=O)C1 (centres undefined)	-6	101	-0.8	2	1	0	7	-1	0	3
COc1ccc(CNC(=O)C(c2ccc(O)cc2)N(Cc2ccco2)C(=O)c2snc(C(N)=O)c2N)cc1 (centres undefined)	-11	101	-0.7	-4	-1	-3	49	4	21	13
O=C(Cc1cccs1)NNC(=S)NCc1ccco1	0	96	-2.9	3	-2	-7	-8	15*	-6	3
O=C(COC(=O)c1ccco1)NCCc1ccc(Cl)cc1	0	98	-2.3	1	-7	-5	8	8	1	-4
Cc1c(C(=O)N2CCOCC2)sc(NC(=O)C(C)C)c1C#N	0	106	-0.5	0	4	-3	4	4	-9	3
Cc1ccc(S(=O)(=O)NCc2ccco2)cc1C	-7	99	1.4	1	2	/	1	-5	-1	11
CN(CCOCCOc1ccc2ccccc2c1)Cc1ccccc1	16	76	-0.8	-1	3	-2	-2	0	-3	1
Cc1onc(-c2ccccc2Cl)c1C(O)c1ccc(F)cc1 (centres undefined)	3	102	-0.7	2	-3	-3	-3	1	0	9
CCNC(=O)C1(C)CCCN1C(=O)c1ccc(F)c(Cl)c1 (centres undefined)	-4	108	0.6	-1	2	-6	3	-1	-1	-1
Cc1ccsc1/C=C/c1ccc2cccc(O)c2n1	-11	92	-4.9	4	-2	-8	30	-9	-6	-2
CC(=O)N(c1ccccc1)c1nc2ccccc2s1	-3	100	-3.3	0	9	-5	-1	-4	-9	4
CCc1nc2c(OCc3ccc(C(=O)OC)cc3)cccn2c1N(C)C(=O)c1ccc(OC)cc1	7	85	-1.2	-1	-3	-6	-3	-5	-7	0
Cc1nc2ccccn2c1C(=O)N/N=C/c1ccc2c(c1)OCO2	3	98	-2.1	7	-3	-3	3	0	0	-11
COc1cccc(CNC(=S)Nc2ccc3c(c2)c(=O)n(C)n3Cc2csc(C)n2)c1	-6	98	1.5	-2	6	-6	-6	-4	-4	-6
NC(=O)c1ccc(NC(=O)Cc2csc(-c3ccccc3)n2)cc1	8	103	-4.5	1	-3	-6	2	-1	-3	12
O=C(O)c1ccc(-c2ccccc2)[nH]1	1	104	0.4	-2	-2	-6	4	5	1	0
CSCC[C@H](NC(=O)NCc1ccccc1F)C(=O)O	9	104	4.2	2	-4	/	-6	2	1	-1
CC1OC2CC(=O)OC2C2=C1C(=O)c1c(O)cccc1C2=O (centres undefined)	101*	118	-3.2	-24	/	/	-17	-16	86*	-12
CCc1cccc(NS(=O)(=O)c2ccc3c(c2)NC(=O)CC(=O)N3)c1	2	102	-1.5	-1	2	-5	32	-3	-3	9
Cc1csc(Nc2ccccc2)[n+]1-c1ccccc1	-8	96	-1.5	-1	4	-5	2	-7	-2	-3
CCC(=O)c1ccc(OCC(O)Cn2cnc3ccccc32)cc1 (centres undefined)	3	101	-1.3	3	17	-5	-1	0	1	6
The list continues:
SMILES	ABHD5 PLIN5 PPI	ABCB6 inh 2	MC4R ag barr	N-glyco inh	PDI turbidity	CaV13 ICDI inh	H9c2 protect	m5-HT2A agonist	Exocytosis inh	MC4R antag cAMP
O=C(CSc1ccc(-c2ccccn2)nn1)NCc1ccc(F)cc1	2	95	-1.2	1	-4	5	8	4	-2	5
CCc1c(C)nc(SCC(=O)CC(=O)OC(C)C)c(C#N)c1C	-9	86	-2.1	0	3	/	-8	-2	9	-4
Cc1cc(C(C)(C)C)cc(C)c1CCNC(=O)c1ccc[n+]([O-])c1	5	98	1.5	-14	-3	-3	2	9	24	5
COCc1c(C(=O)OCC(=O)N2c3ccccc3CC2C)oc2ccccc12 (centres undefined)	-4	102	1.4	0	12	-4	8	7	-5	-1
COc1cccc(-c2sc3ccccc3c2-c2ccc(OCCN(C)C)cc2)c1	30*	98	29*	-6	-13	-6	-2	-5	8	8
CCc1ccc(NC(=O)CSc2nc3cc(C(=O)OC)ccc3c(=O)n2CC2CCCO2)cc1 (centres undefined)	2	87	0.1	20	1	-5	-7	0	1	2
COC(=O)c1ccc(C23CC4(C2)[C@H](CN(CC2CCCCC2)[C@@H]4c2ccccc2)C3c2ccc(Cl)nc2)cc1 (some centres undefined)	1	100	1.5	-7	4	-8	0	8	10	-1

Looked up one by one from above, 6 records:
SMILES	ABHD5 PLIN5 PPI	ABCB6 inh 2	MC4R ag barr	N-glyco inh	PDI turbidity	CaV13 ICDI inh	H9c2 protect	m5-HT2A agonist	Exocytosis inh	MC4R antag cAMP
CC(C)CC(=O)Nc1sc2c(c1C(=O)O)CCCCC2	0	100	-1.7	-1	-8	-4	12	1	4	5
Cc1c(C(=O)N2CCOCC2)sc(NC(=O)C(C)C)c1C#N	0	106	-0.5	0	4	-3	4	4	-9	3
Cc1cccc(OCC(=O)OCC(=O)c2c(N)n(C)c(=O)n(C)c2=O)c1C	0	87	-1.8	1	5	-3	7	3	4	2
COc1ccc(-c2nnn(CC(=O)N(CCO)C(C(=O)NC3CCCC3)c3ccncc3)n2)cc1 (centres undefined)	-6	86	-0.6	1	13	6	5	2	-2	5
CC(C)CCNC(=O)c1ccccc1NC(=O)C1=CSCCO1	-3	89	-0.9	0	1	-3	3	2	3	7
CC(=O)NCCCc1nc2ccccc2n1Cc1ccc(C)cc1	0	87	-0.1	2	0	/	-3	-2	3	16

Screening results as filed in PubChem.
